# D2 antag: antagonists of human D2 dopamine receptor; HEK293 TREx D2 cells, calcium flux, dopamine EC80; P14416; AID 485344; hit rate 2% among 340,000; inhibition, % at 10 µM; in the data active = inhibition above about 30%; note: 0% is about no effect
# Target sequence (P14416 whole entry, looked up): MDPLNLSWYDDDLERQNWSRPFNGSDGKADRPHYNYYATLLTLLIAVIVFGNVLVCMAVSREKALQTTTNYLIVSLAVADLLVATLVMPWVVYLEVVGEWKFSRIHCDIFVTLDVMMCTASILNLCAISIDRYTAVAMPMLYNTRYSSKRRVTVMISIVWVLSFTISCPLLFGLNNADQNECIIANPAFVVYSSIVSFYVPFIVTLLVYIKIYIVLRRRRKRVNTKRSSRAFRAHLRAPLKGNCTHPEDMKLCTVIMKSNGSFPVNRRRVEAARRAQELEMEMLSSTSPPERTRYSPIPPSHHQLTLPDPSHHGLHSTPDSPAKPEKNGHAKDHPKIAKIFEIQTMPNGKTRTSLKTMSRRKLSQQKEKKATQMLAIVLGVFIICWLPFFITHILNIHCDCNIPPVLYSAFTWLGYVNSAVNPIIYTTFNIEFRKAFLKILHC
#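 Overnight-induced (tetracycline, 30 C) HEK293 T-REx cells carrying force-coupled D2 receive a no-wash calcium dye, then compound, then EC80 dopamine at 180 s; signals are read kinetically throughout.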
# TRHR ag: activates the human TRH receptor. hit rate 0.18% among 360,000. TRHR cells, calcium flux fluo-8, FDSS agonist mode. P34981. activation, % at 2 µM; in the data active = activation above about 30%; note: 0% is about no effect
#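 Fluo-8-loaded TRHR cells; 10 s baseline, compound added, kinetic Ca2+ fluorescence read 1/s, agonist mode.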
# USP1 inh: blocks the human USP1/UAF1 deubiquitinase complex; AID 743255; recombinant USP1/UAF1, Ub-Rhodamine cleavage fluorescence; Potency, µM (top dose mostly 57.1 µM), for the others: at the top dose activity change, negative = inhibition, actives largely listed as inhibitors; hit rate 0.23% among 390,000; O94782; note: potency is the fitted concentration of half-maximal effect; % is set by controls: 0 for no effect and ±100 for the full control effect; nearly all actives have a fitted effect of over 60% in size; inactives centre near -12
#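 In this screen, compounds sit with the deubiquitinase complex (1nM) for 15 min at room temperature before Ub-Rho is added at 150nM final. Fluorescence rise is then followed for 6 reads every 60 seconds.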
# PI4K2A inh: inhibitors of human PI4K2A. Q9BTU6. purified PI4K2A, ADP-Glo luminescence, 1 h; stronger effect = lower value. activity change, negative = inhibition, % at 76.9 µM. hit rate 0.13% among 420,000. AID 1346378; in the data active = activity change below about -50%; inconclusive = mostly about -30% to -49%;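 note: -100% = wells without enzyme as full effect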
# Target sequence (Q9BTU6 whole entry, looked up): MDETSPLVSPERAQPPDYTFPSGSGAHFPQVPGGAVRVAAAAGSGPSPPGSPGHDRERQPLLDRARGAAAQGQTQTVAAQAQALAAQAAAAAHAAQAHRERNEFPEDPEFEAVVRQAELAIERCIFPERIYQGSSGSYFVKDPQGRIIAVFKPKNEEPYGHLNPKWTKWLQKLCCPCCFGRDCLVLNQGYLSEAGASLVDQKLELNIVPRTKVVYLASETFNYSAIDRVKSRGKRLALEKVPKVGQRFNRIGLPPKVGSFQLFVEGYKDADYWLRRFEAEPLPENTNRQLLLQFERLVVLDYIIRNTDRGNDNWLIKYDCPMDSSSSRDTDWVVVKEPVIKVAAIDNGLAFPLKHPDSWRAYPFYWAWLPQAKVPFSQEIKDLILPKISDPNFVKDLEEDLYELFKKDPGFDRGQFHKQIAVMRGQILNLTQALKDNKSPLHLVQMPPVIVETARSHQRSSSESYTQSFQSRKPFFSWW
#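 ADP-Glo luminescence measured ADP generated by PI4K2A enzyme (4 ug/mL before mixing) with 1.2 mM PI substrate (pre-mix) and 300 microM ATP (pre-mix). Tris pH7.5 buffer with MgCl2, Triton X-100; 1 h reaction at ambient temperature.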
# TrxR1 inh: rat TrxR1 inhibition. O89049. recombinant rTrxR1, NADPH fluorescence consumption, selenite substrate. Potency, µM (top dose mostly 114 µM), for inactives: at the highest dose activity change, negative = inhibition, usual class: inhibitors. hit rate 1% among 390,000. AID 588453; note: potency is the fitted concentration of half-maximal effect; % is set by controls: 0 for no effect and ±100 for the full control effect; nearly all actives have a fitted effect of over 65% in size
#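 Rat TrxR1 (90 nM in the dispensed reagent) was pre-reduced with 400 uM NADPH for 5 min at room temperature, then incubated with compound for 15 min. After 400 uM selenite was added, NADPH fluorescence (Ex 340/Em 450 nm) was followed for 8 min.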
# D2 agonist: agonists of human D2 dopamine receptor; AID 485358; hit rate 0.53% among 340,000; activation, % at 2 µM; HEK293 T-REx D2 cells, calcium flux agonist mode;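 active = activation over 3 SD above normal in the single-dose calcium agonist read, cut at about 30% in these data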; note: 0% is about no effect
#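 Tetracycline-induced HEK293 T-REx cells with force-coupled D2 receptor, plated overnight at 30 C, loaded with no-wash calcium dye. After a 10 s baseline, compound was pin-added and calcium flux read kinetically for 180 s; calcium rises flagged agonists.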
# TRHR enhancer: allosterically enhances the human TRH receptor; P34981; TRHR cells, fluo-8 calcium fluorescence, EC20 TRH enhancement; enhancement, % at 2 µM; hit rate 0.66% among 360,000; AID 493056; in the data active = enhancement above about 30%; note: 0% is about no effect
#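 Enhancer read-out: after compound pinning and an initial kinetic agonist-mode read, an EC20 of TRH (10 nM final) was injected and fluo-8 calcium signal (Ex 480/Em 530) followed at 1 s/cycle for 100 cycles in TRHR-expressing cells.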
# IDH1 R132H inh: blocks human mutant IDH1 R132H enzyme; O75874; IDH1-R132H enzyme, NADPH consumption, diaphorase/resazurin fluorescence; Potency, µM (doses to about 76.6 µM), inactives show top-dose activity change, negative = inhibition, hits mostly inhibitors; hit rate 0.093% among 390,000; AID 602179; note: potency is the fitted concentration of half-maximal effect; % is set by controls: 0 for no effect and ±100 for the full control effect; nearly all actives have a fitted effect of over 65% in size
#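 IDH1-R132H (0.5 ug/mL) preincubated 30 min with compound, then NADPH (0.016 mM) and alpha-KG (2 mM) added; 80 min at RT, pH 7.5. Remaining NADPH coupled via diaphorase/resazurin to fluorescence (540/590 nm); concentration-response curves normalized to no-enzyme control.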
# TrxR1 substrate: rat thioredoxin reductase 1 substrate activity | O89049 | purified TrxR1 substrate turnover, NADPH consumption readout | Potency, µM (top dose mostly 114 µM), for inactives: top-dose activity change, negative = substrate turnover | hit rate 0.01% among 390,000 | AID 588456; note: potency is the fitted concentration of half-maximal effect; % is set by controls: 0 for no effect and ±100 for the full control effect; nearly all actives have a fitted effect of over 50% in size
#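 Rat TrxR1, dispensed at 90 nM, was prereduced with 400 uM NADPH (final) for 5 min at ~22 deg C, then incubated with compound 15 min before 400 uM selenite. A first-read NADPH fluorescence drop versus no-compound background flagged substrates.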
# * = called active by the depositor; ? = inconclusive; / = not tested or not shown; [ ] = another dose, or the depositor's remark. Unless noted, calls come from the whole dose curve; as a rule, active = well fitted inhibition curve with a large enough effect; inconclusive = small, poorly fitted or top-dose-only effect; inactive = no such curve, though single readings can be large or run the other way. No enrichment for hits, and some 3.9% of all compounds hit somewhere here.
SMILES	D2 antag	TRHR ag	USP1 inh	PI4K2A inh	TrxR1 inh	D2 agonist	TRHR enhancer	IDH1 R132H inh	TrxR1 substrate
COc1ccc([N+](=O)[O-])cc1NC(=O)CS(=O)(=O)c1ccc(C)cc1	4	-0.8	-5%	4	31%	-0.3	-3	1%	4%
C/C(=N\NC(=O)c1cc([N+](=O)[O-])cc([N+](=O)[O-])c1)c1ccco1	9	-0.3	-10%	-4	-13%	-0.9	0	-2%	-6%
CCN(Cc1cc2ccccc2[nH]c1=O)C(=O)C1CCCCC1	19	-0.8	7%	-8	-12%	-0.7	-3	-1%	11%[57.1 µM]
CS(=O)(=O)N1CCN(C(=O)c2csc3ccccc23)CC1	16	0.8	-14%	4	9%	1.1	0	0%	3%
CCCN(CCC)S(=O)(=O)c1ccc(C(=O)N2CCC(=O)c3ccccc32)cc1	-7	0.0	-2%	1	-3%	0.0	-14	-4%	-7%
O=C(COC(=O)c1cc[n+]([O-])cc1)Nc1cc([N+](=O)[O-])ccc1Cl	-11	0.0	-14%	4	-13%	0.1	3	6%	-10%
COCCc1nn2c(=O)cc(COC(=O)COc3ccc(F)cc3)nc2s1	/	-0.6	2%	-3	-8%[57.1 µM]	0.9	5	14%	-4%[57.1 µM]
CC(NC(=O)CN(C)Cc1nc2ccccc2c(=O)[nH]1)c1ccccc1 (stereo unspecified)	13	1.0	-10%	-1	10%	0.4	0	2%	2%
COc1ccc(NC(=O)CCCCC(=O)Nc2ccc(OC)cc2)cc1	-7	0.6	-4%	-4	33%[57.1 µM]	-2.7	-3	20%	13%[57.1 µM]
CC1=Nc2ccccc2N=C(NC(=O)CSC(=S)N2CCCCC2)C1c1ccccc1 (stereo unspecified)	3	-0.3	-2%	4	-2%	-1.8	-2	-9%	-11%

# Other compounds follow.
SMILES	D2 antag	TRHR ag	USP1 inh	PI4K2A inh	TrxR1 inh	D2 agonist	TRHR enhancer	IDH1 R132H inh	TrxR1 substrate
CC1CCCC(C)N1C(=O)COC(=O)c1cc(-c2cccs2)nn1-c1ccccc1 (stereo unspecified)	-7	0.0	-4%	2	10%	0.1	-8	0%	-2%
CC(C)Cn1c(SCC(=O)N2CCN(S(=O)(=O)c3ccccc3)CC2)nc2ccccc21	-3	-2.1	-4%	-5	30%	1.1	0	3%	-3%
CCS(=O)(=O)N1CCC(C(=O)Nc2cc(Cl)ccc2O)CC1	11	0.1	0%	-6	-9%[11.4 µM]	0.1	0	0%	7%[11.4 µM]
O=C(c1ccc(S(=O)(=O)N2CCCCC2)cc1)N(c1ccccn1)C1CCCCC1	12	-0.6	-5%	10	14%	-0.5	0	2%	-2%
COc1ccc(OC)c(CCNC(=O)CS(=O)(=O)Cc2nc(-c3ccccc3Cl)oc2C)c1	/	0.3	-24%	-1	16%	/	-5	-4%	2%
O=C(NCc1ccccn1)c1ccc(Cn2c(=S)[nH]c3ccccc3c2=O)cc1	-12	-0.4	?	-1	13%	-1.0	4	6%	2%
COc1ccc(-c2nn(C)c3sc(C(=O)N4CCN(c5ccccc5F)CC4)cc23)cc1OC	/	0.4	-28%	-3	76%[activator]	0.5	19	-4%	53%[activator]
Cc1ccc(S(=O)(=O)N2CCC(C(=O)Nc3ccccc3N3CCCCC3)CC2)cc1	19	0.8	-14%	0	14%[57.1 µM]	0.5	-10	-4%	1%[57.1 µM]
c1ccc2c(c1)OCC(c1nnc3sc(-c4ccc5c(c4)OCO5)nn13)O2 (stereo unspecified)	-4	-0.6	-9%	6	33%	-1.4	0	6%	31%
N=c1c(C(=O)NC2CCCC2)cc2c(=O)n3ccccc3nc2n1CC1CCCO1 (stereo unspecified)	-14	-0.2	?	-2	-83%	-0.6	-2	0%	960%[activator]

# Following part
SMILES	D2 antag	TRHR ag	USP1 inh	PI4K2A inh	TrxR1 inh	D2 agonist	TRHR enhancer	IDH1 R132H inh	TrxR1 substrate
Clc1cccc2c1Sc1ccccc1CC2N1CCNCC1 (stereo unspecified)	66*	5.4	-17%	3	3%[57.1 µM]	2.3	4	4%	7%[57.1 µM]
CC(SC1=NCCN1S(C)(=O)=O)c1ccccc1 (stereo unspecified)	-30	0.0	-18%	-6	9%	-0.8	21	6%	2%
O=c1[nH]nc(-c2ccc(F)cc2)cc1Cc1ccc(F)cc1	-12	-0.8	-16%	4	3%	-0.6	7	-12%	-6%
Cc1cccc(NC(=O)c2cccc(S(=O)(=O)N3CCCC3)c2)n1	-29	-0.8	-24%	-3	8%	-0.7	11	2%	3%
Cc1c(Br)c(=O)oc2c(C)c(O)ccc12	-12	-0.5	-13%	3	9%	-1.3	-2	7%	55%[activator]
C=C(C)Cn1c(SCCN2CCOCC2)nc2c1c(=O)[nH]c(=O)n2C	-4	-0.2	-12%	4	11%	2.8	-3	5%	11%
CCn1c(O)c(N=NC2=NC(=O)CS2)c2cc(C)ccc21	18	0.6	-12%	13	-12%	0.3	-4	10%	-9%
Cc1ccc(NC(=O)c2cc(-c3ccco3)on2)cc1C	3	-0.1	-4%	-12	-20%	-1.5	14	1%	22%
Cc1cc(C)c(C#N)c(=N)o1	2	0.4	-1%	-3	?	1.0	1	7%	13%
C=CCn1c(NCc2cc(Cl)ccc2O)nc2ccccc21	-20	1.2	-10%	-11	16%	-1.2	-6	-8%	1%

# Profiles from above:
# Cc1cc(C)c(C#N)c(=N)o1 in the list: D2 antag = 2; TRHR ag = 0.4; USP1 inh = -1%; PI4K2A inh = -3; TrxR1 inh = ?; D2 agonist = 1.0; TRHR enhancer = 1; IDH1 R132H inh = 7%; TrxR1 substrate = 13%
# C=C(C)Cn1c(SCCN2CCOCC2)nc2c1c(=O)[nH]c(=O)n2C in the list: D2 antag = -4; TRHR ag = -0.2; USP1 inh = -12%; PI4K2A inh = 4; TrxR1 inh = 11%; D2 agonist = 2.8; TRHR enhancer = -3; IDH1 R132H inh = 5%; TrxR1 substrate = 11%

# (listing goes on)
# Sequence of screens: D2 antag | TRHR ag | USP1 inh | PI4K2A inh | TrxR1 inh | D2 agonist | TRHR enhancer | IDH1 R132H inh | TrxR1 substrate
Cc1cccc2sc(NC(=O)C3CSC4(C)CCC(=O)N34)nc12 (stereo unspecified)
    15 | -0.4 | -23% | 0 | 13% | 0.9 | -1 | -1% | 3%
Cc1ccccc1OCC(=O)Nc1ccc2nc(SCC(=O)N3CCc4ccccc43)sc2c1
    / | 0.0 | 6% | -3 | -22% | -2.1 | -3 | 2% | -6%
COc1cc(OC)c2c(c1O)OC(c1ccccc1)CC2=O (stereo unspecified)
    21 | -0.1 | 2% | -7 | -21% | 0.2 | 12 | 9% | -8%
CN(C)c1ccc(C(=O)/C=C/c2cccnc2)cc1
    / | -0.7 | -4% | 2 | -7% | / | 4 | -7% | -11%
NS(=O)(=O)c1ccc(NC(=O)COC(=O)C2(c3ccccc3F)CCCC2)cc1
    13 | -0.1 | -1% | 4 | 10% | 1.4 | -4 | 0% | -2%
COc1cc(/C=N/NC(=O)c2ccncc2)ccc1OCC(=O)Nc1cccc([N+](=O)[O-])c1
    3 | 0.8 | -11% | -1 | 18% | -3.2 | 4 | -9% | -1%
O=c1c2ccccc2nc2n1C(CSCc1ccc(Cl)cc1Cl)CS2 (stereo unspecified)
    / | -0.3 | -16% | 4 | -7% | / | -12 | 7% | -10%
COc1cccc(C(=O)Nc2cccnc2)c1
    -16 | -0.2 | -15% | -5 | -6% | 0.3 | -4 | -4% | -8%
COc1ccc(NC2=CC(c3ccc(F)cc3)N(c3ccc(OC)cc3)C2=O)cc1 (stereo unspecified)
    / | 0.1 | -21% | 0 | ? | / | 0 | 1% | 26%
Cc1ccccc1NC(=O)Cc1nc(COC(=O)c2cccc([N+](=O)[O-])c2)cs1
    12 | -2.2 | -10% | -7 | -12% | 0.3 | -17 | 7% | -8%
Cn1c(SCC(=O)c2ccc3c(c2)OCCO3)nnc1C1CC1
    -20 | 0.6 | -13% | -2 | -16% | 0.0 | 2 | 8% | -11%
Brc1cccc(OCCCCN2CCCCC2)c1
    88* | 0.5 | 4% | 2 | 4% | 0.7 | -3 | -4% | 7%[57.1 µM]
CCOC(OCC)P(=O)(C(C)C)C(C)C
    -6 | 0.5 | -7% | -5 | 31%[57.1 µM] | 0.2 | -1 | 0% | 20%[57.1 µM]
CCCn1c(N)c(N2CCCCC2)c(=O)n(CC(=O)Nc2ccc(C(C)=O)cc2)c1=O
    / | / | -1% | -1 | 14% | / | / | -2% | 4%
CC(C)(C)NC(=O)NCCc1ccccc1
    -5 | 0.1 | -25% | 4 | 27% | 1.7 | -7 | -4% | 6%
CCn1c(SCc2ccc(C(=O)Nc3nccs3)cc2)nnc1-c1ccc(N)cc1
    7 | -0.6 | -15% | 9 | 8%[57.1 µM] | 0.6 | 6 | 10% | -25%[57.1 µM]
C=CCN(C(=O)CNC(=O)c1cccs1)C(C(=O)NC1CCCCC1)c1cccnc1 (stereo unspecified)
    -11 | 0.9 | -11% | -19 | 16% | 0.6 | 2 | -1% | 6%
Cc1ccc(S(=O)(=O)N2CCCCC2)cc1NC(=O)c1ccc(Br)o1
    -7 | 0.5 | -4% | -2 | 11% | -0.9 | 2 | -9% | -4%

# Single entries from above:
# Result of COc1cc(OC)c2c(c1O)OC(c1ccccc1)CC2=O (stereo unspecified) in TRHR enhancer: 12
# Result of Brc1cccc(OCCCCN2CCCCC2)c1 in USP1 inh: 4%
# Result of Cc1ccccc1OCC(=O)Nc1ccc2nc(SCC(=O)N3CCc4ccccc43)sc2c1 in IDH1 R132H inh: 2%
